# Screening results (PubChem BioAssay)
# HT1080 IDH1KD tx – kills HT-1080 cells with IDH1 knockdown; 2% of 360,000 active; Potency, µM (titrated, usually from 46.1 µM), inactives show at the top dose activity, negative = toxicity, hits mostly cytotoxic; HT-1080 IDH1 knockdown viability, ATP luminescence, 48 h;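 note: potency is the fitted concentration of half-maximal effect; 0% = DMSO wells and -100% = cell-free medium wells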
#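 HT-1080-IDH1KD cells (IDH1 knocked down), 750/well in RPMI with 5% FBS, treated with compound 48 h at 37 degrees C. Viability by CellTiter-Glo luminescence, normalised to DMSO and no-cell wells; concentration-response curves classed.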
# KB-V1 MDR tox – KB-V1 MDR subline cytotoxicity; KB-V1 MDR cells viability, CellTiter-Glo, 72 h; Potency, µM (highest dose often 46.1 µM), for inactives: top-dose activity change, negative = cytotoxicity, actives largely listed as cytotoxic; 3.4% of 400,000 active; AID 1347076; note: potency is the fitted concentration of half-maximal effect; % is set by controls: 0 for no effect and ±100 for the full control effect; nearly all actives have a fitted effect of over 60% in size
#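 KB-V1 cells (P-gp-expressing MDR subline of KB-3-1) in phenol-red-free DMEM with 10% FBS were exposed to library compounds over a concentration series for 72 h at 37 degrees C. Viability read by CellTiter-Glo luminescence; concentration-effect curves fitted after normalization.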
# HT1080NT lethal – kills 2HG-producing HT-1080-NT fibrosarcoma cells; HT-1080-NT fibrosarcoma viability, CellTiter-Glo ATP luminescence, 48 h; Potency, µM (series often up to 46.1 µM), for the others: at the top dose activity, negative = less viability, hits mostly cytotoxic; 1.6% of 360,000 active; AID 686970;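 note: NT is the 2HG producing partner of a matched IDH1 knockdown line; potency is the fitted concentration of half-maximal effect; 0% = DMSO-treated cells and -100% = media-only wells without cells; nearly all actives have a fitted effect of over 55% in size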
#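 Compounds were tested in concentration-response format on HT-1080-NT cells for 48 hours at 37 degrees C. Cell viability came from CellTiter-Glo luminescence; curves were classified by r2, response magnitude and activity.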
# ATXN2 expr inh – inhibitors of ATXN2 expression; Potency, µM (titrated, usually from 57 µM), without a hit: at the highest dose activity change, negative = inhibition, usual class: inhibitors; HEK-293 ATXN2-luciferase reporter, luminescence, 24 h; 0.72% of 360,000 active; note: potency is the fitted concentration of half-maximal effect; % is set by controls: 0 for no effect and ±100 for the full control effect; nearly all actives have a fitted effect of over 55% in size
#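 qHTS (up to 57 uM final) was run with 24 h compound exposure of reporter cells at 37 °C. Each well was multiplexed: SteadyGlo luminescence measured ATXN2-luciferase expression after a fluorogenic Gly-Phe-AFC viability readout (25 uM final).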
# KB-3-1 cytotox – KB-3-1 parental cell cytotoxicity; KB-3-1 viability, CellTiter-Glo ATP luminescence, 72 h; Potency, µM (titrated, usually from 46.1 µM), without a hit: at the top dose activity change, negative = cytotoxic, most hits filed as cytotoxic; 1.4% of 400,000 active; AID 1347075; note: potency is the fitted concentration of half-maximal effect; % is set by controls: 0 for no effect and ±100 for the full control effect; nearly all actives have a fitted effect of over 60% in size
#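 Using CellTiter-Glo luminescence, growth of non-resistant KB-3-1 adenocarcinoma cells is assessed 72 h after pin-tool compound addition at 37 °C. Normalized responses across the concentration series yield fitted curves.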
# SW480 rereplic – induces DNA re-replication in SW480 colon adenocarcinoma cells; 1.8% of 340,000 active; SW480 DNA re-replication, Hoechst DNA content imaging, 48 h; Potency, µM (highest dose often 46.1 µM), without a hit: at the top dose re-replication activation, most hits filed as activators; note: potency is the fitted concentration of half-maximal effect; % of control where 0% means no effect; nearly all actives have a fitted effect of over 55% in size
#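 Hoechst fluorescence of nuclei (405 nm excitation, 500-530 nm emission) measured by plate-scanning imager after 48 hr compound exposure at 37 C; re-replication scored as increased number of nuclei with elevated intensity.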
# WRN helicase inh – WRN helicase (human) inhibition; WRN helicase unwinding, fluorescent forked duplex, kinetic; 0.46% of 360,000 active; Potency, µM (titrated, usually from 114 µM), without a hit: at the highest dose activity change, negative = inhibition, usual class: inhibitors; note: potency is the fitted concentration of half-maximal effect; % is set by controls: 0 for no effect and ±100 for the full control effect; nearly all actives have a fitted effect of over 55% in size
#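 Kinetic fluorescence helicase assay: unwinding of a quenched forked DNA duplex (100 nM final) with 2 mM ATP final raises red fluorescence (525/598 nm). Compounds sat 15 min at room temperature with 20 nM WRN beforehand.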
# IL1B secr inh – inhibitors of inflammasome signaling (IL-1 beta secretion). THP-1 LPS/ATP IL-1B secretion, AlphaLISA, 16 h; active compounds read low. activity change, % at 57.5 µM. 4.7% of 360,000 active; in the data active = activity change below about -50%; inconclusive = mostly about -30% to -49%; note: % is set by controls: 0 for no effect and ±100 for the full control effect
#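 Secreted IL-1B measured by AlphaLISA bead assay after 16 h compound exposure of THP-1 cells; compounds (final up to 57.5 uM) added 1 h before LPS (250 ng/mL) and ATP (1.25 mM) stimulation; lower signal means less secretion.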
# MCF10A rerep – induces DNA re-replication in MCF 10a normal breast cells | MCF 10A DNA re-replication, Hoechst nuclear intensity, 48 h | Potency, µM (series often up to 46.1 µM), inactives show at the top dose activity, positive = re-replication, hits mostly activators | 2.9% of 350,000 active; note: potency is the fitted concentration of half-maximal effect; % of control where 0% means no effect; nearly all actives have a fitted effect of over 50% in size
# * = called active by the depositor; ? = inconclusive; / = not tested or not shown; [ ] = remark or other dose. Unless noted, calls come from the whole dose curve; as a rule, active = well fitted curve in the direction sought with a large enough effect; inconclusive = small, poorly fitted or top-dose-only effect, or another doubt; inactive = no such curve, though single readings can be large; an effect the other way counts as inactive or inconclusive. Compounds were not picked by outcome, and some 12% of all compounds hit somewhere here.
SMILES,HT1080 IDH1KD tx,KB-V1 MDR tox,HT1080NT lethal,ATXN2 expr inh,KB-3-1 cytotox,SW480 rereplic,WRN helicase inh,IL1B secr inh,MCF10A rerep
CC(C)c1ccc(NC(=O)CSc2nc3ncccc3[nH]2)cc1,-2%,-8%,-25%,/,-20%,-1%,3%,16,16%
CC1=C(n2nnc3ccccc32)C(c2ccccc2)C(C#N)=C(N)O1 (stereo not drawn),5%,21%,6%,7%,2%,1%,-10%,-7,5%
Cc1ccc(S(=O)(=O)/N=C2\C=C(NS(=O)(=O)c3ccccc3)C(=O)c3ccccc32)cc1,?,-20%,?,-31%,-24%,99%,?,49,?
Cc1ccc(C)c(NC(=O)Cn2nc(-c3ccccc3)nc2-c2ccccc2)c1,5%,5%,1%,4%,-5%,-2%,6%,-21,-2%
COc1ccc(N(CC(=O)NCc2ccco2)C(=O)CCC(=O)Nc2nccs2)cc1,6%,3%,-1%,-3%,?,-17%,6%,-14,-11%
Cc1ccc(C(=O)NCC(=O)OC2CCCCC2=O)cc1C (stereo not drawn),14%,-23%,16%,6%,7%,-1%,-7%,34,0%
CC(C)C[C@H](NC(=O)c1nc[nH]c1C(=O)N1CCc2ccccc2C1)C(=O)OC(C)(C)C,-10%,-20%,0%,-19%,10%,1%,-5%,-11,-5%
CC1CCCC(C)N1/N=C/c1cccc([N+](=O)[O-])c1 (stereo not drawn),10%,0%,6%,10%,-5%,-5%,-16%,8,-2%
CSCCNC(=O)c1cccc(Cl)c1,-4%,7%,0%,3%,-1%,-5%,-8%,1,-2%
CC(NC1CCN(Cc2ccccc2)CC1)c1ccc(F)cc1 (stereo not drawn),-23%,4%,-21%,-22%,-3%,0%,-3%,?,-1%
C=CCN1C(=O)CN=C1Nc1cc(C)cc(C)c1,-3%,-2%,-1%,-8%,-3%,0%,0%,0,-2%
CC(C)[C@@H]1Cc2[nH]c(=O)[nH]c(=O)c2[C@H](c2ccc(F)cc2)O1,9%,-2%,14%,-3%,18%,/,3%,0,/
CN(C)CC(C)(C)CNS(=O)(=O)c1ccc(OC(F)(F)F)cc1,2%,-3%,12%,5%,-2%,0%,-3%,0,5%
CCCc1ccc(S(=O)(=O)NCCc2ccncc2)cc1,-16%,-21%,0%,2%,-11%,-12%,-4%,-7,-2%
CC(=O)Nc1cccc(NC(=O)CSc2ncc(-c3ccc(Cl)cc3)n2Cc2ccco2)c1,?,?,?,?,?,-14%,0%,-22,16µM*
CC(C)(Oc1ccc(Cl)cc1)C(=O)N(Cc1ccccc1)c1ccccn1,5%,15µM*,5%,3%,-25%,?,-4%,0,8%
O=C(CSc1nnc(-c2ccco2)o1)NC(=O)C1COc2ccccc2O1 (stereo not drawn),2%,0%,11%,-10%,13%,-5%,-9%,3,0%
CCOc1ccccc1N1CSC2=C(C#N)C(c3c(OC)ccc4ccccc34)CC(=O)N2C1 (stereo not drawn),-7%,-1%,4%,-9%,11%,?,9%,12,29%
OCCCCNCc1ccc(OCc2ccc(Cl)cc2)cc1,?,-17%,?,?,19%,?,-5%,-3,?
CCc1cccc(CC)c1-n1c(SCc2cc(=O)n3ccsc3n2)nnc1-c1cccnc1,?,?,5%,-1%,0%,3%,-9%,-16,17%
O=C(c1cc2c(s1)CCC2)N1CCN(c2ccccc2)CC1,24%,21µM*,1%,11%,13%,-7%,?,30,?
COc1ccc(NS(=O)(=O)c2cccc(C(=O)N(C)CC(=O)Nc3ccc(C)cc3)c2)cc1,1%,18%,1%,11%,2%,-9%,-9%,-11,?
N#Cc1ncc(C(F)(F)F)cc1Sc1ccc(N)cc1,-15%,-1%,-22%,-8%,7%,-2%,-4%,-14,8%
Cc1nnc(-c2ccccc2)nc1N1CCOCC1,-11%,13%,-2%,-10%,7%,-1%,-6%,-10,4%
COc1cc(-c2cnc3c(NC=O)cc(-c4ccc(N5CCN(C)CC5)cc4)cn23)cc(OC)c1OC,?,?,-5%,-30%,?,/,50µM*,45,/
CCN(CC(=O)NC(=O)NC1CCCCC1)Cc1nc2ccccc2c(=O)[nH]1,-1%,-22%,-1%,2%,0%,2%[9.22 µM],2%,-5,2%
O=C(c1ccccc1)c1ccc(C(=O)N2CCN(c3ccccc3O)CC2)cc1,1%,10%,0%,/,5%,/,1%,?,/
CN(C)/C=N/N(C)c1ncccc1[N+](=O)[O-],-2%,?,14%,11%,0%,-2%,-9%,5,-4%
COc1ccc(Cl)cc1C(=O)NNC(=O)CCNC(C)=O,-1%,3%,2%,-7%,0%,0%,-9%,-4,-5%
OCCC1CN(Cc2cnc(N3CCCC3)s2)CCN1Cc1ccccc1 (stereo not drawn),-8%,-10%,-21%,6%,-4%,-11%,-5%,26,7%
COc1ccccc1CNS(=O)(=O)c1ccc(Cl)s1,-11%,-24%,-21%,3%,-8%,-8%,4%,9,-1%
COc1ccc(C(=O)Nc2cccc(NC(=O)c3cccs3)c2)cc1,-15%,3%,-3%,-3%,-27%,-6%,-4%,?,2%
CN(C)c1cc[n+](CC(=O)c2cccs2)cc1,-4%,1%,-19%,-19%,-18%,12%,8%,-12,7%
COc1ccc(Nc2nc(N)nc(CN(C)C3CCCCC3)n2)cc1,2%,4%,9%,-1%,15%,-2%,-4%,-19,2%
CCc1nc(NCc2ccco2)c2oc3ccccc3c2n1,-4%,-21%,-1%,0%,11%,2%,-9%,6,?
CN(CC(=O)Nc1ccc(Cl)c(C(F)(F)F)c1)C(=O)c1cccc2cccnc12,-4%,18µM*,0%,-5%,8%,-5%,3%,-26,-7%
COc1ccccc1NC(=O)c1ccc(NC(=O)c2cc3c(s2)CCC3)cc1,-20%,?,-16%,-27%,-8%,-2%,-4%,170,1%
CCN(CC)CCCN1C(=O)c2oc3ccccc3c(=O)c2C1c1cccc(OC)c1OC (stereo not drawn),1%,-20%,-1%,-2%,2%,-8%,-6%,0,-7%
Clc1ccc2c(c1)C=Nc1c(NCc3ccccc3)ncnc1O2,-1%,13%,0%,-6%,-6%,-2%,-1%,19,7%
Nc1nnnn1/N=C/C(Br)=C/c1ccccc1,9.2µM*,?,-30%,25µM*,?,2.8µM*,?,-93*,2.6µM*
CCCNC(=O)c1onc(CSc2cccc(OC)c2)c1C(=O)NCCC,12%,14%,-1%,-9%,-3%,-2%,-2%,8,-1%
CCCCc1cc(=O)oc2cc(C)cc(OC(C)C(=O)NCc3ccccn3)c12 (stereo not drawn),-13%,?,-15%,-10%,3%,?,1%,-14,0%
CCCCOC(=O)C1Cc2ccccc2C(=O)O1 (stereo not drawn),2%,24%,0%,3%,3%,-5%,-6%,21,9%
OCC1(Cc2ccc(F)cc2F)CCCN(Cc2ccc(Cl)cc2)C1 (stereo not drawn),?,16%,?,/,-9%,11%,-13%,-23,?
O=C(Cn1cnc2ccccc2c1=O)N1CCN(Cc2ccc3c(c2)OCO3)CC1,-2%,?,-3%,-2%,-7%,-6%,-3%,-7,0%
C=CCn1c(SCC(=O)NC(=O)NCc2ccco2)nc2sc(CC)cc2c1=O,-19%,-15%,-3%,3%,12%,?,-20%[11.6 µM],0,?
CCOc1cc2c3c(c1)C1(C(=O)N3C(C)(C)C=C2C)C(C#N)=C(N)Oc2cc(O)ccc21 (stereo not drawn),?,-1%,?,-2%,2%,5%,-8%,-20,0%
O=C(N/N=C/c1cnc(N2CCCCC2)s1)c1ccc(C(F)(F)F)cc1,-1%,?,-2%,/,-1%,?,9%,12,-5%

# An excerpt of these results, as labelled records:
O=C(Cn1cnc2ccccc2c1=O)N1CCN(Cc2ccc3c(c2)OCO3)CC1
- HT1080 IDH1KD tx = -2%
- KB-V1 MDR tox = ?
- HT1080NT lethal = -3%
- ATXN2 expr inh = -2%
- KB-3-1 cytotox = -7%
- SW480 rereplic = -6%
- WRN helicase inh = -3%
- IL1B secr inh = -7
- MCF10A rerep = 0%
Nc1nnnn1/N=C/C(Br)=C/c1ccccc1
- HT1080 IDH1KD tx = 9.2µM*
- KB-V1 MDR tox = ?
- HT1080NT lethal = -30%
- ATXN2 expr inh = 25µM*
- KB-3-1 cytotox = ?
- SW480 rereplic = 2.8µM*
- WRN helicase inh = ?
- IL1B secr inh = -93*
- MCF10A rerep = 2.6µM*
CCCCc1cc(=O)oc2cc(C)cc(OC(C)C(=O)NCc3ccccn3)c12 (stereo not drawn)
- HT1080 IDH1KD tx = -13%
- KB-V1 MDR tox = ?
- HT1080NT lethal = -15%
- ATXN2 expr inh = -10%
- KB-3-1 cytotox = 3%
- SW480 rereplic = ?
- WRN helicase inh = 1%
- IL1B secr inh = -14
- MCF10A rerep = 0%

# (list continues)
SMILES,HT1080 IDH1KD tx,KB-V1 MDR tox,HT1080NT lethal,ATXN2 expr inh,KB-3-1 cytotox,SW480 rereplic,WRN helicase inh,IL1B secr inh,MCF10A rerep
COc1ccc(CCNc2c([N+](=O)[O-])ncn2C)cc1OC,-13%,22%,1%,/,1%,-11%,9%,2,-1%
COc1cccc(CCc2nnc(CCC(=O)NCCC3CCCCO3)o2)c1 (stereo not drawn),8%,2%,19%,1%,12%,14%,5%,1,1%
C=CCOc1ccc(/C(O)=C2/C(=O)C(=O)N(CCCn3ccnc3)C2c2ccco2)cc1 (stereo not drawn),-1%,27%,3%,/,2%,0%,-4%,6,-2%
CCCN1CCC(NC(=S)Nc2ccc([N+](=O)[O-])cc2)CC1,-14%,3%,-19%,/,-6%,-7%,-6%,0,16%
CCC(C)[C@H](NC(=O)NCc1ccc(S(N)(=O)=O)cc1)C(=O)OC (stereo partly drawn),0%,14%,4%,-1%,12%,-8%,-9%,23,-9%
CCC(C)Sc1ccc([C@H]2N[C@@](C)(C(=O)OC)[C@H]3C(=O)N(C)C(=O)[C@@H]23)cc1 (stereo partly drawn),8%,-16%,10%,3%,0%,-5%,-1%,17,?
